# TDP1 inh – TDP1 (human) enzyme inhibition | Q9NUW8 | recombinant TDP1, AlphaScreen DNA substrate cleavage | Potency, µM (doses to about 130 µM), without a hit: at the top dose activity change, negative = inhibition, usual class: inhibitors | hit rate 0.28% among 350,000 | AID 485290; note: nearly all actives have a fitted effect of over 40% in size
# Target sequence (Q9NUW8 whole entry, looked up): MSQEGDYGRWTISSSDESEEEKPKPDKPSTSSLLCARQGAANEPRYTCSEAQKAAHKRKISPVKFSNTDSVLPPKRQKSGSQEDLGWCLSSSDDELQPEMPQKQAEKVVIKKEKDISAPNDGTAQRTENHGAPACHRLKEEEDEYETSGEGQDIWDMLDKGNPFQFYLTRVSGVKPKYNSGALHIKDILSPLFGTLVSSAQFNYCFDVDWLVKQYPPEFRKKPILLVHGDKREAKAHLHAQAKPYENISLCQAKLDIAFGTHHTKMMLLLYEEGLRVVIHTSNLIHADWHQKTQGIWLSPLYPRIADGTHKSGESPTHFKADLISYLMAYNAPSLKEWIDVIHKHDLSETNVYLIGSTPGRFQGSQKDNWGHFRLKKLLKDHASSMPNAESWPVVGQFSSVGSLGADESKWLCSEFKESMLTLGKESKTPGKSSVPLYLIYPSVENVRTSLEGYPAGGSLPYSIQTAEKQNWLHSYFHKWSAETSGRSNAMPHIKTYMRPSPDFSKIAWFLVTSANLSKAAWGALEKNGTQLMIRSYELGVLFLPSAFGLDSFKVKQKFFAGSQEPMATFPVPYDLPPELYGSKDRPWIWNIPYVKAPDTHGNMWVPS
#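 Tdp1 1 nM final; 15 min RT w/ cpd; substrate 15 nM, 5 min; beads 10 ug/ml, 10 min; AlphaScreen read. Neg ctrl: no enzyme.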
# N370S GC – inhibits or activates N370S mutant glucocerebrosidase; P04062; N370S GC spleen homogenate, 4MU-glucoside fluorescence; Potency, µM (doses to about 59.4 µM), inactives show at the top dose activity change, negative = inhibition, hits mostly inhibitors; hit rate 0.092% among 330,000; AID 2101;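 note: 0% = full enzyme activity and -100% = no enzyme basal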
# DT40 TDP1 no CPT – qHTS for Inhibitors of human tyrosyl-DNA phosphodiesterase 1 (TDP1): qHTS in cells in absence of CPT; DT40 Tdp1-/- hTDP1 cells, no CPT, ATP luminescence, 48 h; Potency, µM (highest dose often 46.2 µM), inactives show top-dose activity change, negative = growth inhibition, usual class: inhibitors; hit rate 15% among 420,000; AID 686978, 2013; note: nearly all actives have a fitted effect of over 55% in size
#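 Luminescent ATP content (CellTiter-Glo) served as the growth readout. Knockout chicken DT40 cells expressing human TDP1 were exposed to compounds without camptothecin for a minimum 48 hr at 37 °C.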
# Numbers without * were called inactive; u = inconclusive; x = not tested or not shown; & = joins results of further samples; [ ] = remark or other dose. Calls come from the whole dose curve; as a rule, active = well fitted curve in the direction sought with a large enough effect; inconclusive = small, poorly fitted or top-dose-only effect, or another doubt; inactive = no such curve, though single readings can be large; an effect the other way counts as inactive or inconclusive. Unless noted, % is set by controls: 0 for no effect and ±100 for the full control effect; potency is the fitted concentration of half-maximal effect.
SMILES,TDP1 inh,N370S GC,DT40 TDP1 no CPT
Cc1cc(O)cc2c1O[C@@](C)(CCC[C@@H](C)CCC[C@@H](C)CCCC(C)C)CC2,x,1.1%,29.7%
CCc1cccc2cc3c(N)c(C(=O)Nc4ccc(S(=O)(=O)N5CCCC5)cc4)sc3nc12,-2.3%,-11.1%,8.2µM*
CC(CC(=O)Nc1cc(S(=O)(=O)N2CCOCC2)ccc1OCC(F)(F)F)c1ccccc1 (configuration not stated),0.6%[56.1 µM],x,-0.5%
O=C(COc1ccccc1)NCCSCc1ccco1,x,5.4%,-12.0%
O=C(Nc1cccc(Cl)c1Cl)c1ccc2c(c1)N(Cc1cccc(Cl)c1)C(=O)c1ccccc1S2=O (configuration not stated),3.8%,x,2.1%
Cn1ccc(-c2ccccc2)n1,-3.8%,-17.3%,14.2%
COCC(=O)N1CCC2(CCCN(c3ccc(-c4ccccc4)cc3)C2)CC1,x,7.8%,u
CN(C(=O)CSc1nnc(-c2cccs2)n1N)c1ccccc1,0.4%,x,-8.2%
CCOc1ccc(CCNC(=O)CN2C(=O)CCSc3ccccc32)cc1,x,u,u
O=C(COC(=O)C12CC3CC(CC(C3)C1)C2)Nc1ccc(OC(F)F)cc1,2.0%,5.6%,-15.3%
COc1ccc(OC)c(C2=CC(=O)C[C@H](c3ccc4c(c3)OCO4)C2)c1,4.2%,x,10.3µM*
CCC(c1nc2ccccc2c(=O)n1-c1cccnc1)N1C(=O)c2ccccc2C1=O (configuration not stated),4.3%,13.6%,-0.4%
COC(=O)c1c(NC(=O)COC(=O)c2ccc(C)s2)sc2c1CCCCC2,-5.5%,10.3%,u
CCC(CC)NC(=O)c1nn(Cc2ccccc2)c(=O)c2ccccc12,1.5%,u,u
Cc1cc(C)c2cccc(NC(=S)NC(=O)c3ccccc3)c2n1,7.8%,7.3%,12.6µM*
COc1ccc(-c2ccc(-c3cc(=O)oc4cc(OC)c(OC)c(OC)c34)cc2)cc1OC,1.9%[56.1 µM],15.8%,14.6µM*
O=S(=O)(c1ccc2c(c1)CCCN2)N1CCCC2CCCCC21 (configuration not stated),1.3%,u,u
CCOC(=O)N1CCC(NC(=O)c2cc(-c3ccc(OC)cc3)nc3ccccc23)CC1,1.9%,5.2%,u
Cn1c(=O)[nH]c(=O)c2c1nc(Br)n2CCOc1ccccc1,2.4%,1.4%,16.4µM*
Fc1ccc(-n2c(-c3ccc4ccccc4n3)n[nH]c2=S)cc1,-2.8%,-3.6%,1.1%
COc1cccc([C@@H]2Oc3ccc(Br)cc3C[C@H]2OC(=O)N[C@H]2CCCc3ccccc32)c1,6.2%,-2.6%,x
CC1(C)CC(=O)c2cnc(NCc3ccco3)nc2C1,5.7%,5.2%,u
CSCCC(NC(=O)c1ccccc1)C(=O)NCCCSc1ccccc1 (configuration not stated),2.9%,x,u
CCCCNc1c(-c2ccc(OC)c(SC3CCCCC3)c2)nc2ccc(C)cn12,4.8%,x,8.2µM*
O=C(NCC(c1cccnc1)N1CCN(c2ccccc2)CC1)c1ccc2c(c1)OCO2 (configuration not stated),4.5%,-2.7%,u
CCN1CCN(c2ccc(S(=O)(=O)N3CCOCC3)cc2NC(=O)CCOc2ccccc2)CC1,3.3%,-7.0%,11.8%
CCN(Cc1ccncc1)S(=O)(=O)c1ccc(C(C)=O)cc1,7.1%,7.2%[2.35 µM],11.6µM*
CCN(CC)S(=O)(=O)c1ccc(N2CCCC2)c(NC(=O)Cc2ccc(OC)cc2)c1,5.8%,26.6%,20.6µM*
COc1ccc2cc(S(=O)(=O)NC3CC(C)(C)NC(C)(C)C3)ccc2c1,4.0%,0.2%,-20.1%
CCc1nnc(NS(=O)(=O)c2ccc(NC(=O)c3ccc(C#N)cc3)cc2)s1,x,-14.5%,-30.1%
O=C(CSc1nnc(C2CCCCC2)n1-c1ccccc1)NCc1ccco1,7.1%,-0.9%,8.2µM*
CC(=O)Nc1ccc(C2=NNC(=Nc3ccc(S(=O)(=O)N4CCOCC4)cc3)SC2)cc1,5.0%,-23.5%,u
COc1ccc(CN2CCCCCC2)cc1Br,x,-1.1%,-22.6%
C/C(=N\NC(=O)c1nnn(-c2nonc2N)c1-c1ccc2c(c1)OCO2)c1cccs1,1.1%,-2.9%,u
O=C(NCCc1ccncc1)Nc1ccc(Cl)c(Cl)c1,3.5%,-11.5%,-21.4%
CN(CC(=O)N1CCCc2c1c(=O)oc1ccc(O)cc21)Cc1ccccc1,4.2%,-5.4%,-22.1%
Cc1noc2ncnc(Oc3ccc(F)cc3)c12,5.1%,1.1%,-21.0%
COc1cc(NC(=O)COc2ccccc2[N+](=O)[O-])ccc1NC(=O)c1cccs1,x,6.0%,u
O=C(N/N=C/C(Br)=C/c1ccccc1)c1ccncc1,5.5%,-17.8%,1.64µM*
CCCc1nn2c(=O)cc(COC(=O)CNC(=O)COc3ccc(C)cc3)nc2s1,1.9%,x,-10.7%
CCCCNC(=O)/C(=C\c1ccc([N+](=O)[O-])o1)NC(=O)c1ccccc1,-3.8%,4.6%,u
O=C(CN1CCC(C(=O)c2ccc3c(c2)OCCO3)CC1)Nc1ccccc1F,-2.5%,-24.0%,u
O=[N+]([O-])c1ccc(S(=O)(=O)N/N=C/c2ccsc2)cc1,5.8%,-24.1%,-6.9%
CC(=O)Nc1ccc(C(=O)OCC(=O)NCc2cccs2)cc1,-0.5%,x,11.9%
CC(NC(=O)c1cccc(N(C)C)c1)c1ccc(-n2ccnc2)cc1 (configuration not stated),6.1%,u,-28.2%
Cn1cc(-c2cc3n(n2)CCC(=O)N3CCCC(=O)NCc2ccccc2Cl)c2ccccc21,-0.6%,x,13µM*
O=C(Nc1cccc(-c2cn3c(n2)SCC3)c1)c1ccc(Br)o1,4.8%,-5.5%,-17.9%
CCc1nn(-c2ccccc2)c2nc(-c3ccc(O)cc3)c3cc(OC)c(OC)cc3c12,1.9%[2.28 µM],x,-21.3%
Cc1ccc(O)c(C(=O)c2cnn(C(=O)c3cccc(S(=O)(=O)N(C)C)c3)c2)c1,0.0%,-15.5%,u
COc1cc(CN(C(=O)c2ccc(OC(C)C)cc2)c2ccccn2)cc(OC)c1OC,6.8%,x,4.11µM*
Cc1ccc(Cl)c(OCC(=O)Nc2ccc(S(=O)(=O)NC3=NCCCCC3)cc2)c1,-3.1%,-4.7%,-28.5%
COc1cc2c(cc1NC(=O)c1ccc3c(c1)OCO3)oc1ccccc12,-9.1%,u,u
Cc1ccc(N2CC(C(=O)N3CCN(c4ccccc4)CC3)CC2=O)cc1 (configuration not stated),0.0%,4.6%,-19.1%
CC1CCN(S(=O)(=O)c2cccc3cccnc23)CC1,x,8.1%,-13.9%
CC(C)CCN(C(=O)Cc1ccc(Cl)c(Cl)c1)c1c(N)n(Cc2ccccc2)c(=O)[nH]c1=O,2.6%,-0.5%,25.9µM*
C=CCN(c1ccccc1OC)S(=O)(=O)c1cccc(C(=O)NCc2ccco2)c1,1.1%,x,17.1%
O=C(c1cc(-c2ccc(Br)cc2)n[nH]1)N1CCN(S(=O)(=O)c2ccc(Br)cc2)CC1,7.5%,x,16.4µM*
O=C1c2ccccc2C(=O)N1C(CO)C(O)c1ccc([N+](=O)[O-])cc1 (configuration not stated),x,-5.9%,7.7%
Cc1ccc(CNC(=O)c2cccc(NC(=O)N3CCSc4ncccc43)c2)cc1,1.9%,x,20.6µM*
CCC1(CC)NC(=O)N(CC(=O)N2N=C(c3ccc(Cl)cc3)CC2c2ccco2)C1=O (configuration not stated),2.7%,-18.3%,u
# Following part
SMILES,TDP1 inh,N370S GC,DT40 TDP1 no CPT
Cc1ccc(C(=O)N2CCN(C(=O)N3CCOCC3)CC2)cc1,1.0%,u,-0.8%
N#C/C(=C\c1cn(Cc2ccc(F)cc2)c2ccccc12)C(=O)NCc1ccco1,-2.8%,5.1%,u
CCOC(=O)CCc1c(C)nc2c(c(C)nn2-c2ccc(C)cc2)c1C,0.0%,-12.1%,-29.1%&-6.0%
CC(NS(=O)(=O)c1ccccc1)C(=O)NCc1ccco1 (configuration not stated),x,6.1%,-3.9%
Fc1cccc(-c2csc(-c3ccno3)n2)c1,0.0%,-4.8%,-20.4%
O=S(=O)(c1cccc2nonc12)N1CCN(c2ccccc2F)CC1,6.1%,-2.9%,-14.5%
CSc1ccc(CNCc2c(C(=O)O)c(C)n(Cc3ccc(F)cc3Cl)c2C)cc1,2.5%,x,-21.4%
COc1ccc(S(=O)(=O)N2CCN(CC(=O)Nc3c(C)n[nH]c3C)CC2)cc1OC,0.9%,x,1.6%
CC1CCCCC12NC(=O)N(CC(=O)N1CCc3ccccc31)C2=O (configuration not stated),1.4%,x,3.0%
CCOC(=O)c1nc2ccccc2c(C)c1C,5.0%,8.8%,4.2%
O=C(C[n+]1ccc(-c2ccccc2)cc1)Nc1ccc([N+](=O)[O-])cc1,x,-7.1%,14.6µM*
CC1(C(=O)NC2CCCCC2)CCC(=O)N1Cc1ccc2c(c1)OCO2 (configuration not stated),x,8.1%,5.1%
O=C(NCCc1ccccn1)c1cc(C(=O)C2CCCCC2)c[nH]1,4.8%,6.4%,-23.5%
COc1ccc(NC(=O)COc2cccc3c2CCN(C)C3=O)c(OC)c1,5.8%,-4.2%,u
COc1ccc(NS(=O)(=O)c2cc(NC(=O)c3ccccc3F)ccc2N2CCCC2)cc1,x,-0.4%,u
O=[N+]([O-])c1ccc(Sc2cccc3cccnc23)c([N+](=O)[O-])c1,9.1%,9.5%,4.61µM*
COc1cccc(CC(=O)NNC(=O)CN(C)S(=O)(=O)c2ccc(C)cc2)c1,-0.5%,x,10.1%
O=C(CNCc1ccccc1)Nc1ccc(Cl)cc1,x,2.1%,u
CCc1nnc(NC(=O)CN2CCN(Cc3cccc(OC)c3)CC2)s1,3.5%,-4.3%,-24.3%
COc1ccc(S(=O)(=O)N2CCCC2C(=O)n2nc(C)cc2C)cc1 (configuration not stated),0.0%,10.4%,u

# As a working copy, part of the list above:
SMILES,TDP1 inh,N370S GC,DT40 TDP1 no CPT
Cc1ccc(C(=O)N2CCN(C(=O)N3CCOCC3)CC2)cc1,1.0%,u,-0.8%
N#C/C(=C\c1cn(Cc2ccc(F)cc2)c2ccccc12)C(=O)NCc1ccco1,-2.8%,5.1%,u

# Entries of single compounds, quoted from the list.
# `N#C/C(=C\c1cn(Cc2ccc(F)cc2)c2ccccc12)C(=O)NCc1ccco1` as listed: TDP1 inh: -2.8%; N370S GC: 5.1%; DT40 TDP1 no CPT: u
# `Cc1ccc(N2CC(C(=O)N3CCN(c4ccccc4)CC3)CC2=O)cc1` (configuration not stated) as listed: TDP1 inh: 0.0%; N370S GC: 4.6%; DT40 TDP1 no CPT: -19.1%
# `COc1ccc(CN2CCCCCC2)cc1Br` as listed: TDP1 inh: x; N370S GC: -1.1%; DT40 TDP1 no CPT: -22.6%

# Further entries follow:
SMILES,TDP1 inh,N370S GC,DT40 TDP1 no CPT
COc1cccc2sc3ccc(NCc4ccc5c(c4)OCO5)cc3c(=O)c12,x,-9.4%,u
CCOC(=O)CCCSc1nc2sc(C)c(C)c2c(=O)[nH]1,-2.1%,10.1%,u
CC(Sc1cccc(C(F)(F)F)c1)C(=O)NC(N)=O (configuration not stated),2.1%,-0.1%,14.6%
Oc1ccc(-c2csc(Nc3cccc4ccccc34)n2)cc1O,8.3%,-9.5%,8.2µM*
COc1ccccc1CN1CC(C(=O)NCCc2ccc(C)o2)CCC1=O (configuration not stated),3.3%,-13.8%,17.4%
Cc1ccc(CS(=O)(=O)c2ccc(C(=O)N3CCN(c4ccccn4)CC3)cc2[N+](=O)[O-])cc1,1.8%,-10.4%,25.9µM*
CCCCn1c(N)c(N(CCC(C)C)C(=O)C2=NN(c3cc(C)ccc3C)C(=O)CC2)c(=O)[nH]c1=O,-11.2%,2.0%,-2.1%
Cn1cc(S(=O)(=O)Nc2ccc(Cl)cc2Cl)c(=O)n(C)c1=O,x,-5.5%,-8.4%
O=C(COc1ccc(F)cc1Br)N1CCc2ccccc21,5.6%,-18.2%,-8.7%
CN1C/C(=N\S(=O)(=O)c2ccccc2)N(C)C1=O,-2.6%,7.2%,-10.3%
CC1=NN(c2ccc([N+](=O)[O-])cc2)C(c2ccccc2)C1 (configuration not stated),0.0%,17.2%,u
COc1ccc2c(c1)[C@H]1[C@H](CO2)[C@H](c2ccccc2)[C@]2(C)C(=O)Nc3cc(F)c(F)cc3C(=O)N12,1.0%,18.2%,u
Cc1ccc(NC(=O)C2CCN(S(=O)(=O)c3ccc4[nH]c5c(c4c3)CCCCC5)CC2)cc1,2.6%,x,14.6µM*
COc1cccc(NC(=O)/C(C#N)=C\c2cn(Cc3ccc(C)cc3)c3ccccc23)c1,0.4%[12.3 µM],x,5.8µM*
C=CCn1c(SCC(=O)c2ccc(O)c(O)c2)nnc1-c1ccc(C)cc1,-11.2%,x,u
COc1ccc2nc(N3C(=O)CC(Cc4cc(C)cc(C)c4)C3=O)sc2c1 (configuration not stated),5.7%,2.7%,-20.8%
COc1ccc(CC(=O)N2CCN(c3ccccc3OC)CC2)cc1OC,4.9%,-4.5%,-16.6%

# Assay outcomes as filed in PubChem.

# Some of the compounds tested; rates above refer to the full screens.
